# Assay outcomes: PubChem, Broad Institute
# PAX8 reporter: lowers PAX8-driven luciferase in RMG-I cells; inhibition, % at 12.6 µM; RMG-I TPO-luciferase reporter, SteadyGlo, 24 h; 360,000 compounds, 1.2% hits;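 active means mean replicate inhibition at least 60% with every replicate also reaching 60%; inconclusive means only one of the two criteria is met; inactive means mean below 60% and not all replicates reaching 60%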;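 further: luciferase light reporting Pax8 driven TPO promoter activity; plate controls were median of neutral control wells for no effect and mitoxantrone controls for full effect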
# LGR2 inh: inhibitors of bursicon-induced Drosophila LGR2 receptor cAMP signaling; 380,000 compounds, 0.35% hits; AID 720647; HEK293 LGR2, CRE-luciferase, bursicon-stimulated, 4 h; inhibition, % at 9.99 µM;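 active means drop in luminescence signal, shown as inhibition above about 50% in the replicate tests, limit read from the data, passing the limit was not always enough; inconclusive means probably only some replicates passing the limit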;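 further: agonist challenge used bursicon conditioned medium at about half maximal strength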
# C2C12 statin: protects C2C12 myotubes from simvastatin toxicity; 330,000 compounds, 0.78% hits; ATP luminescence, 48 h; scaled: DMSO 0, geranylgeraniol control 100; rescue of ATP level, % at 7.49 µM;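 active means mean ATP rescue above about 67%, or every replicate alone reaching that limit, limit read from the data, passing the limit was not always enough; inconclusive means no clear call, values can overlap the other calls; inactive means mean under the limit and some replicate under it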;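 further: myotubes were challenged with 10 µM simvastatin during compound exposure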
# PGC1a acetyl inh: lowers PGC1a acetylation signal in U2OS cells; AlphaScreen anti-acetyl-lysine; with virally co-expressed GCN5 acetyltransferase; inhibition, % at 15.6 µM; 350,000 compounds, 0.17% hits;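 active means every replicate shows inhibition of at least 40%; inconclusive means mean inhibition at least 40% but some replicate below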;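 further: 0% = neutral control wells and 100% = positive control wells; some results beyond the cut were filed as inactive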
# ARNT-TACC3 inh: disrupts binding between human ARNT and TACC3; Q9Y6A5; AlphaScreen His-ARNT PAS-B/GST-TACC3 binding, luminescence; TACC3 fragment carries E629A point mutation; inhibition, % at 9.99 µM; 390,000 compounds, 0.66% hits; AID 623870;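 active means mean inhibition of replicates at least 50% and at least half of replicates each reaching 50%; inconclusive means half or more replicates reach 50% but mean below 50%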;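 further: 0% = complete ARNT plus TACC3 wells and 100% = ARNT alone without TACC3; many hits fall short of the cut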
# PglD inh: inhibitors of Campylobacter jejuni PglD acetyltransferase. AID 602405. inhibition, % at 12.5 µM. purified PglD enzyme, DTNB colorimetric CoA detection. 360,000 compounds, 0.098% hits; in the data active means inhibition above about 16%, passing the limit was not always enough; inconclusive means no clear call, values can overlap the other calls; further: strong numbers were not always called active
# Cneo AK release: Cryptococcus neoformans lysis via adenylate kinase release | lysis activity, % at 15 µM | C. neoformans lysis, adenylate kinase release luminescence, 4 h; normalised: neutral wells 0, clomiphene wells 100 | 360,000 compounds, 0.2% hits;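 active means mean lysis activity across replicates of at least 80%, whatever share of replicates individually reach that level; inactive means mean lysis activity below 80%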
#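 Assay system: C. neoformans cells. Amount: yeast cell density of 5 × 10^6 cells/mL. Technique: AK luminescence. Buffer or medium: YPD. Times: static 4 h at 37 °C with compound, 1 h detection. Dosing: single-point compound dose. Read-out: lysis from increased AK signal.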
# GSIS activator: primary screen for activators of insulin secretion dependent on glucose, INS-1E cells, GLuc reporter luminescence. INS-1E GLuc reporter insulin secretion, 2-3 h. activation, % at 16.6 µM. 370,000 compounds, 0.61% hits;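 active means lowest replicate activation of at least 40%, so every replicate reaches that level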;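 further: 0% = median of neutral control wells and 100% = median of IBMX positive control wells; some compounds called inactive have numbers as strong as hits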
# * hit, by the source's call; u = inconclusive; x = no result given. Not a hit list. Share with any hit: about 2.9%.
SMILES,PAX8 reporter,LGR2 inh,C2C12 statin,PGC1a acetyl inh,ARNT-TACC3 inh,PglD inh,Cneo AK release,GSIS activator
COc1ccc(NC(=O)N(C)C[C@H]2Oc3c(NS(=O)(=O)c4ccc(Cl)cc4)cccc3C(=O)N([C@H](C)CO)C[C@H]2C)cc1,0,-8,41,2,0,-1,-2,-22
Cc1cc(C)n2nc(C(=O)Nc3cccnc3)nc2n1,x,x,13,11,24,-3,-2,x
CCCCN1CCN=C1N(C)C,-4,16,15,-12,-7,0,-1,28
Cc1ccc(-c2cc(C(=O)NCc3cn(C)nc3C)c3cc(Br)ccc3n2)cc1,-16,-9,u,-6,-3,-1,-6,7
O=C(C[C@H]1C[C@@H]2c3cc(NC(=O)Nc4ccccc4)ccc3O[C@@H]2[C@H](CO)O1)NCc1ccncc1,-5,0,0,3,1,-2,-1,4
CS(=O)(=O)c1ccc(-c2nnc(NC(=O)c3ccco3)o2)cc1,-16,26,11,x,32,1,3,4
O=C(COC(=O)c1cnccn1)NCc1ccccc1Cl,1,-11,7,-1,x,0,-1,x
CC(C)n1ncc2c(C(=O)NCCc3ccc(F)cc3)cc(C3CC3)nc21,-8,-26,-7,x,-16,-4,0,-39
C[C@H]1CN([C@@H](C)CO)C(=O)Cc2cc(NS(=O)(=O)c3cn(C)cn3)ccc2O[C@H]1CN(C)C,-7,15,4,13,-6,4,-1,9
O=C(c1cc2cc(Cl)ccc2[nH]1)N1CCN(C(=O)c2ccco2)CC1,23,-2,8,8,-7,-2,-1,-10
S=c1[nH]nc(-c2ccncc2)n1/N=C/c1ccccc1Cl,10,-1,x,-12,x,-4,1,-4
COc1ccccc1-n1cnc2sc(C)c(C)c2c1=O,-7,-14,20,7,2,-4,0,59*
CCc1ccc2[nH]c(=O)c(C(c3nnnn3CC3CCCO3)N3CCCc4ccccc43)cc2c1 (stereo unspecified),-4,x,11,-14,-1,0,0,x
CC(Oc1nc2c(c(=O)n(C)c(=O)n2C)n1C)C1CCCCC1 (stereo unspecified),20,2,x,x,4,x,x,10
COC(=O)c1cn(C(=O)c2cc(Br)ccc2Cl)c2ccccc12,-18,12,-8,x,-9,-1,0,-3
O=[N+]([O-])c1cccc(C(O)C23CN4CN(CN(C4)C2)C3)c1 (stereo unspecified),3,-4,x,11,18,-5,-5,22
Cc1ccc(N=C2NC(=O)/C(=C/c3cccnc3)S2)cc1C,4,-7,x,-7,-5,2,3,11
O=C(C[C@@H]1CC[C@H]2[C@@H](COC[C@@H](O)CN2C(=O)c2ccccc2)O1)NCCCN1CCOCC1,-1,-5,-11,-2,-6,-3,0,8
O=S(=O)(NCCN1CCOCC1)c1ccc(-c2ccc(S(=O)(=O)NCCN3CCOCC3)cc2)cc1,7,1,-4,x,-6,-2,0,-1
COc1ccc(OC)c(NC(=O)c2ccc(-n3cccn3)nc2)c1,x,x,-2,3,-4,0,1,x
COc1ccc([C@@]23Oc4cc(OC)cc(OC)c4[C@]2(O)[C@H](O)[C@H](C(=O)N(C)C)[C@H]3c2ccccc2)cc1,87*,99*,x,x,4,x,x,-25
Cc1ccc(OCCN2C(=O)S/C(=C\c3ccc(C)o3)C2=O)cc1,-19,3,3,x,-2,x,x,-25
CCN(CC)c1ccc(C(=O)Nn2c(C)nc3ccccc3c2=O)cc1,41,3,x,x,-6,x,x,-2
O=C(Nc1cccc(S(=O)(=O)N2CCCCC2)c1)c1cncc(Br)c1,9,-7,2,-15,6,-3,-1,-5
C[C@H](CO)N1C[C@H](C)[C@@H](CN(C)C(=O)C2CC2)Oc2cc(-c3ccccc3F)ccc2S1(=O)=O,x,9,-27,-7,-5,-1,-1,-8
COc1ccc(CNc2nc(-c3ccccc3)nn2C(=O)c2cccs2)cc1,x,-4,x,18,7,x,x,-40
N#CCSc1ccc2nc(-c3ccccc3)cn2n1,-118,-75,-1,-3,2,2,-2,13
O=C1CN(S(=O)(=O)c2ccccc2)C[C@H]2[C@@H](c3ccc(Br)cc3)[C@@H](CO)N12,-34,0,x,0,x,x,x,2
COc1ccccc1CC(=O)c1ccccc1OC,-2,7,1,15,2,4,0,x
O=c1cc(-c2ccc(O)cc2)oc2c1ccc1ccccc12,-52,-22,20,6,x,x,x,19
C/C(CC(=O)Nc1ccc2c(c1)OCCO2)=N\NC(=O)COc1ccc(C)cc1,-11,-3,-1,x,0,5,-2,-5
CCN1CCN(c2ccc(S(=O)(=O)N3CCOCC3)cc2NC(=O)c2ccc(C(F)(F)F)cc2)CC1,-19,0,-1,-3,-7,-4,2,-4
COc1ccc(OC)c(C2CC(=O)Nc3cc(OC)c(OC)c(OC)c32)c1 (stereo unspecified),x,x,11,-13,-5,0,2,x
Cn1nc(C(F)(F)F)c2cc(C(=O)N3CCOCC3)sc21,-10,15,x,-6,2,x,x,5
COc1ccc(C(CNC(=O)CNC(=O)c2cccc(F)c2)N2CCOCC2)cc1 (stereo unspecified),-9,-14,28,x,x,0,0,x
O=C(O)Cn1nc(-c2ccccc2)cc1-c1ccccc1,27,-5,2,19,-8,4,0,6
O=C(CSc1ccccc1)NCC1(N2CCOCC2)CCCCC1,-7,-22,x,x,-2,x,x,0
CC(C)(C)S(=O)N1Cc2ccc(CO)cc2[C@@H]1CCO (stereo partly specified),-2,25,-17,0,2,3,2,9
Cc1nn(CC(=O)OCC(=O)c2ccccc2)c(C)c1[N+](=O)[O-],x,5,9,5,0,0,-2,x
C=CCNC(=O)c1onc(CSc2ccc(F)c(F)c2)c1C(=O)NCC=C,-6,-12,-14,-6,-7,2,-7,-7

# The last 3 entries of the section before lead into the next.
SMILES,PAX8 reporter,LGR2 inh,C2C12 statin,PGC1a acetyl inh,ARNT-TACC3 inh,PglD inh,Cneo AK release,GSIS activator
CC(C)(C)S(=O)N1Cc2ccc(CO)cc2[C@@H]1CCO (stereo partly specified),-2,25,-17,0,2,3,2,9
Cc1nn(CC(=O)OCC(=O)c2ccccc2)c(C)c1[N+](=O)[O-],x,5,9,5,0,0,-2,x
C=CCNC(=O)c1onc(CSc2ccc(F)c(F)c2)c1C(=O)NCC=C,-6,-12,-14,-6,-7,2,-7,-7
COc1ccccc1-n1c(SCC(N)=O)nnc1-c1ccc(S(=O)(=O)N2CCCCC2)cc1,x,x,-44,6,0,5,2,2
Cc1ccc(NC(=O)CCNS(=O)(=O)c2ccc3c(c2)CCC(=O)N3)cc1F,-3,-15,-10,10,24,-6,0,x
C[C@H]1CN([C@@H](C)CO)C(=O)c2cccc(NC(=O)C3CCCCC3)c2O[C@H]1CN(C)C(=O)NC1CCCCC1,x,3,-25,-7,5,-3,0,10
Cc1ccc(C)c(N2CCN(C(=O)c3ccc(NS(=O)(=O)c4c(C)noc4C)cc3)CC2)c1,x,x,-25,-7,x,-2,-2,x
COc1ccc(C2CC(c3c(O)cc(C)oc3=O)=NCCS2)c(OC)c1 (stereo unspecified),x,x,117*,-6,-22,1,-2,x
COc1ccc(CNn2c(C)nc3ccccc3c2=O)cc1,x,x,-10,-9,-4,-5,-1,x
COc1ccc2cc(-c3ccccc3)c(=O)oc2c1,-148,-7,-16,x,0,4,-24,-4
COc1ccc(OCCC(=O)NCCN2CCOCC2)cc1,18,-5,x,2,-6,x,x,20
O=C(c1cnn2cccnc12)N1CCN(c2ccccc2)CC1,x,x,-2,-9,0,-1,0,x
C[C@H](CO)N1C[C@H](C)[C@H](CN(C)S(=O)(=O)c2ccc(F)cc2)Oc2c(NC(=O)Nc3ccccc3)cccc2C1=O,-2,-15,4,-12,7,1,0,-15
Cc1nn(C)cc1NC(=O)C[C@@H]1CC[C@@H]2[C@H](COc3ccc(NC(=O)c4cccc(F)c4)cc3C(=O)N2C)O1,-5,15,-12,-2,-1,3,1,2
Clc1ccc(CSc2nccn2Cc2ccccc2)cc1,-35,x,-113,21,-1,6,7,x
Cc1ccc(S(=O)(=O)N(C)c2cc(S(N)(=O)=O)c(C)cc2C)cc1,-18,5,x,2,1,x,x,-1
O=C(N/N=C/c1ccc(Sc2ccccn2)o1)c1cc2ccccc2cc1O,x,x,-20,12,4,-2,1,x
Cc1ccc(NC(=O)COC(=O)[C@H](C)N2C(=O)C3CC=CCC3C2=O)cc1S(=O)(=O)N(C)C (stereo partly specified),7,0,x,9,-3,x,x,-16
O=C(c1ccc(F)cc1)c1cc2ccc(O)cc2oc1=O,-60,-15,0,x,-6,-7,-1,-18
O=C(N/C=C\c1ccccc1)NCc1ccc(Cl)cc1,x,x,x,5,-4,-1,0,x
COc1ccccc1NS(=O)(=O)c1ccc(-c2cnc(C3CC3)o2)cc1,41,-25,-49,-27,-5,9,2,11
COc1cc(C(=O)Nc2nnc(CC(=O)NCc3ccccc3)s2)cc(OC)c1OC,7,-3,x,-3,9,4,0,7
O=C(NCC(c1ccco1)N1CCCC1)c1cn(Cc2ccccc2)nc1-c1ccccc1 (stereo unspecified),11,-10,4,-8,4,2,0,-5
O=C(NC(=S)Nc1ccccc1N1CCCC1)c1cccc(F)c1,11,-6,x,x,8,x,x,-7
Cn1c(SCCOc2ccc(F)cc2)nnc1-c1ccncc1,-2,-9,-1,6,-4,-5,-1,6
CCCN(CC(=O)Nc1ccccc1OC)C(=O)c1cc(-c2ccccc2)nn1-c1ccccc1,9,8,4,x,-6,-2,2,-27
O=C(Nc1nnc([C@@H]2C[C@H](O)[C@@H](CO)O2)s1)Nc1cccc(Cl)c1Cl,-99,-36,-12,x,x,-3,-1,-15
Cc1ccc2[nH]c(CNC(=O)c3ccccc3F)cc2c1,-37,7,11,5,0,-3,0,-4
CCN1C(=O)N[C@H](c2ccccc2)C(C(C)=O)=C1C,4,-4,22,4,-2,-6,-2,-9
CC(C)C(=O)Nc1cc(S(=O)(=O)N2CCOCC2)ccc1N1CCCCC1,-7,-6,108*,-3,2,0,-1,-18
Cc1noc(C)c1NC(=O)Nc1ccc2c(c1)C(=O)N(C)[C@@H]1CC[C@H](CC(=O)N(C)C)O[C@H]1CO2,-10,1,8,0,-18,-3,-1,-8
Fc1cnc(Cl)nc1NC1CCCCC1,3,1,2,-32,-5,0,1,-3
Cc1ccnc(NC(=O)COc2c(C)cc(C)cc2[N+](=O)[O-])c1,-1,19,-8,-20,1,-10,0,21
Cc1cccc(-c2noc(CN(C(=O)C(c3ccccc3)c3ccccc3)C(C)C)n2)c1,-8,6,-39,2,-3,-1,-1,-1
CCOC(=O)N1C2C=C(C)[C@@H]2[C@@H]2CC(=O)N21 (stereo partly specified),49,x,x,8,-5,-1,0,x
COc1cccc(-c2ccc(NC(=O)C3CCCN(Cc4cnn(C(C)C)c4)C3)cc2)c1 (stereo unspecified),17,-20,11,-14,x,-4,-1,-14
CC(C)n1c(SCC(=O)Nc2nncs2)nnc1C1CC1,-2,15,x,7,-4,2,1,-8
CNc1nnc(-c2ccco2)s1,14,-17,4,-5,-2,x,x,13
CCOc1ccc(Br)cc1C1=NN(C(C)=O)C(c2ccc([N+](=O)[O-])s2)O1 (stereo unspecified),24,10,2,x,26,-4,8,7
C[C@H]1CN([C@@H](C)CO)C(=O)c2cc(C#Cc3ccncc3)cnc2O[C@H]1CN(C)S(=O)(=O)c1ccccc1F,x,24,-11,2,-1,-2,40,-5
